Assay outcomes deposited in PubChem by National Center for Advancing Translational Sciences (NCATS).
PTHR1 ag = agonists of human PTHR1 parathyroid hormone receptor. Q03431. HEK293 GP2 PTHR1 cells, GloSensor cAMP luminescence, 1 h. Potency, µM (titrated, usually from 115 µM), inactives show at the top dose activation, most hits filed as activators. 0.075% of 410,000 active. AID 743266; further: potency means the concentration at half of the fitted maximal effect; nearly all actives have a fitted effect of over 55% in size; some results filed as inactive show a strong effect at the top dose; inactives centre near -15; many of its hits are not listed in these tables
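HEK-293-derived GP2 cells expressing PTHR1 and a GloSensor cAMP reporter, 3,000/well, plated overnight, given luciferin plus IBMX (each 0.5 mM as added) for 1 h at 37 °C, then compound for 1 h at 37 °C. Luminescence was read after 15 min at room temperature.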
EPAC2 ag = agonists of human EPAC2 (RAPGEF4). Q8WZA2. EPAC2 activation, biochemical qHTS; response scale: 100% = 6.5 mM cAMP response. 0.079% of 360,000 active. Potency, µM (highest dose often 154 µM), for inactives: at the top dose activation, hits mostly activators. AID 720711; further: potency means the concentration at half of the fitted maximal effect; nearly all actives have a fitted effect of over 50% in size
Target sequence (Q8WZA2 whole entry, looked up): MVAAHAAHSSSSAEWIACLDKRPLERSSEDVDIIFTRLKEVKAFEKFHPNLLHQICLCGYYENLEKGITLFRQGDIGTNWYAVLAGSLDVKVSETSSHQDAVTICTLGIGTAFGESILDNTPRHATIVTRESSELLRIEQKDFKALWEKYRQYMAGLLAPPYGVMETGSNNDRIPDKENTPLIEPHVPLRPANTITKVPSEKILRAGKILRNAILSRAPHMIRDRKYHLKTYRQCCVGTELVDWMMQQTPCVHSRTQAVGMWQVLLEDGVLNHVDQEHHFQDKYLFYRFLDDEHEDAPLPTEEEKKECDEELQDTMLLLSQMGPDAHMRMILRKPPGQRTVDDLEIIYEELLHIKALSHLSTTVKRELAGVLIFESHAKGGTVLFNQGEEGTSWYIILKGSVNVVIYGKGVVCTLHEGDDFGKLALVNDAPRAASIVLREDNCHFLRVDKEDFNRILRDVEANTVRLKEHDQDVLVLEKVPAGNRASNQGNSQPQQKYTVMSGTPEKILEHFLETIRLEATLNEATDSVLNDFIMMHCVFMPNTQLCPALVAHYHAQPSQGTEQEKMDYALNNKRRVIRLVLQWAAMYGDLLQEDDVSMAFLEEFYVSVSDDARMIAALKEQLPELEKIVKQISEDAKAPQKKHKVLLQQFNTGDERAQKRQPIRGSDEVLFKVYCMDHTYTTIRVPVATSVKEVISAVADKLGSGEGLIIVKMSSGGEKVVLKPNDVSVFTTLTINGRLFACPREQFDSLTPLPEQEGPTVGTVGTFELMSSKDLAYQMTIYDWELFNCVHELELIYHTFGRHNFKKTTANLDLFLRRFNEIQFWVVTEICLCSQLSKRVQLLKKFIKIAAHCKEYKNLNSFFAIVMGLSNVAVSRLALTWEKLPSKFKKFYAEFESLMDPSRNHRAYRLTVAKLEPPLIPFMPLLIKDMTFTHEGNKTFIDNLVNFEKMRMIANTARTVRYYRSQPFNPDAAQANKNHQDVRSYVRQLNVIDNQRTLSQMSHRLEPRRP
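Fluorescence exchange assay: 100 nM EPAC2 with 250 nM RAP1B-BODIPY-GDP and 50 uM GDP; compounds tested as a concentration-titration series (qHTS). Loss of Rap1-bound BODIPY-GDP fluorescence read at 480/540 nm; data normalized to 6.5 mM cAMP.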
Mm-Cpn inhibitor = M. maripaludis TRiC chaperonin inhibition; Potency, µM (highest dose often 76.9 µM), for the others: at the highest dose activity, negative = inhibition, most hits filed as inhibitors; purified Mm-Cpn ATPase, ADP Transcreener TR-FRET; 0.031% of 330,000 active; further: potency means the concentration at half of the fitted maximal effect; on the % scale 0 is the no-effect control and ±100 the full control effect; nearly all actives have a fitted effect of over 80% in size
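25 nM Mm-CPN + cpd, 10 min 37°C; + 10 uM ATP, 30 min 37°C; buffer 30 mM Tris pH 7.4, 100 mM KCl, 5 mM MgCl2, 1 mM DTT; Transcreener ADP HTRF detection 30 min RT.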
D3 ag = D3 dopamine receptor (human) agonism; D3R DiscoveRx beta-arrestin cells, luminescence, 90 min; P35462; 0.58% of 410,000 active; AID 652048; max activation, %; in the data active means max activation above about 30%; further: 0% is about no effect; mostly tested at two doses, the higher about 12 µM
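Agonist-mode cell screen: cells plated at 1500/well and incubated overnight at 37 °C, then exposed to library compounds for 90 min at 37 °C. Detection reagent was added for 30–60 min at room temperature, and luminescence was read.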
DRD3 antagonist = D3 dopamine receptor (human) antagonism; P35462; D3R cells, DiscoveRx beta-arrestin luminescence, antagonist mode; active compounds read low; max response, negative = inhibition, %; 2.5% of 360,000 active; in the data active means max response below about -50%; inconclusive means no clear call, values can overlap the other calls; further: on the % scale 0 is the no-effect control and ±100 the full control effect; mostly tested at two doses, the higher about 12 µM
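Cells plated overnight at 1500 cells/well, then exposed to library compounds with dopamine controls for 90 minutes at 37 degrees C. DiscoveRx reagent added for 30–60 minutes at room temperature; luminescence read, quantitative HTS format.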
CCT modulator = modulators of cytosolic chaperonin (CCT/TRiC) activity. purified chaperonin ATPase assay, HTRF ADP detection, 30 min. activity change, % (test concentration not listed), hits read low. 0.3% of 360,000 active; in the data active means activity change below about -30%; further: on the % scale 0 is the no-effect control and ±100 the full control effect
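Enzyme 40 or 20 nM (batch-dependent) in Tris pH 7.4/KCl/MgCl2/DTT; cpd 76 uM single point; ATP 10 uM; 30 min 37 °C; Transcreener ADP HTRF detection, 30 min RT; ratio 665/615.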
Akt phos inh = Akt phosphorylation inhibition | Neuro2A IGF-stimulated pAkt S473 HTRF, 20 min; active compounds read low | activity change, % for hits at 50 µM | 0.32% of 360,000 active | AID 651550; in the data active means activity change below about -80%; inconclusive means mostly about -51% to -80%; further: on the % scale 0 is the no-effect control and ±100 the full control effect
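Neuro2A cells (4,500/well, DMEM with 0.5% FBS) were treated with compound at a single 50 µM final concentration, stimulated with 6 nM IGF for 20 min at 37 °C, and lysed. Phospho-Akt Ser473 was read by HTRF as 665/615 ratio ×10^4.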
EPAC2 antag = EPAC2 (human) antagonism. Q8WZA2. EPAC2 GEF exchange of Rap1B-BODIPY-GDP, fluorescence. Potency, µM (doses to about 114 µM), for the others: at the highest dose activity, negative = inhibition, hits mostly inhibitors. 0.18% of 360,000 active. AID 720708; further: potency means the concentration at half of the fitted maximal effect; on the % scale 0 is the no-effect control and ±100 the full control effect; nearly all actives have a fitted effect of over 45% in size; many of its hits are not listed in these tables
Active calls of the source: *; i = inactive; ? = inconclusive; nt = no result given; & = joins results of further samples; [ ] = remark or other dose. Unless noted, the call rests on the fitted dose curve; in most records, active means well fitted curve in the direction sought with a large enough effect; inconclusive means small, poorly fitted or top-dose-only effect, or another doubt; inactive means no such curve, though single readings can be large; an effect the other way counts as inactive or inconclusive.

Sample of the layout, 6 compounds:
nr | smiles | PTHR1 ag | EPAC2 ag | Mm-Cpn inhibitor | D3 ag | DRD3 antagonist | CCT modulator | Akt phos inh | EPAC2 antag
1 | CC(=O)N1c2ccc(S(=O)(=O)NCCC(=O)Nc3ccc(F)cc3C)cc2CC1C (stereo not drawn) | -26% | -8% | 1% | -19 | 4 | -3.4 | i | 18%
2 | CCc1nc(SCC(=O)N2CCN(C(=O)c3ccco3)CC2)c2c3c(sc2n1)CCCC3 | -35%[inhibitor] | -2% | -10% | 4 | 21 | 0.1 | i | -6%
3 | COc1ccc(CCNc2cc(N3CCN(C(=O)c4ccccc4OC)CC3)ccc2[N+](=O)[O-])cc1OC | -32% | 2% | nt | 1 | 8 | -5.7 | i | -2%
4 | COc1ccc(C(C)(C)C)cc1NC(=O)COC(=O)c1ncc(Cl)c(Cl)c1Cl | i | 11% | 0% | -12 | 16 | 1.3 | i | 15%
5 | CCOC(=O)N1CCN(S(=O)(=O)c2cc(Cl)ccc2Cl)CC1 | i | -5% | 0% | 1 | 37 | -1.5 | i | -2%
6 | Nc1sccc1C(=O)N1CCN(c2ccccc2)CC1 | i | 5% | nt | -6 | ? | nt | i | 11%

The whole of this part, repeating the preview:
nr | smiles | PTHR1 ag | EPAC2 ag | Mm-Cpn inhibitor | D3 ag | DRD3 antagonist | CCT modulator | Akt phos inh | EPAC2 antag
1 | CC(=O)N1c2ccc(S(=O)(=O)NCCC(=O)Nc3ccc(F)cc3C)cc2CC1C (stereo not drawn) | -26% | -8% | 1% | -19 | 4 | -3.4 | i | 18%
2 | CCc1nc(SCC(=O)N2CCN(C(=O)c3ccco3)CC2)c2c3c(sc2n1)CCCC3 | -35%[inhibitor] | -2% | -10% | 4 | 21 | 0.1 | i | -6%
3 | COc1ccc(CCNc2cc(N3CCN(C(=O)c4ccccc4OC)CC3)ccc2[N+](=O)[O-])cc1OC | -32% | 2% | nt | 1 | 8 | -5.7 | i | -2%
4 | COc1ccc(C(C)(C)C)cc1NC(=O)COC(=O)c1ncc(Cl)c(Cl)c1Cl | i | 11% | 0% | -12 | 16 | 1.3 | i | 15%
5 | CCOC(=O)N1CCN(S(=O)(=O)c2cc(Cl)ccc2Cl)CC1 | i | -5% | 0% | 1 | 37 | -1.5 | i | -2%
6 | Nc1sccc1C(=O)N1CCN(c2ccccc2)CC1 | i | 5% | nt | -6 | ? | nt | i | 11%
7 | COc1ccc2[nH]c(=O)c(CN(Cc3ccc(C)cc3)Cc3nnnn3CC3CCCO3)cc2c1 (stereo not drawn) | i | 5% | -1% | -6 | -10 | -1.5 | i | -7%
8 | O=c1c2ccccc2nnn1CSc1ccc2ccccc2n1 | -34%[inhibitor] | 3% | 1% | 6 | -3 | -2.6 | i | -4%
9 | Nc1[nH]n2c(=O)c3c(nc2c1N=Nc1ccc(Cl)cc1)CCCC3 | -4% | 4% | 2% | -14 | 33 | -1.2 | i | -6%
10 | CC(C)(C)OC(=O)C[C@@H]1C/C=C\C[C@@H](CC(=O)N[C@H](CO)Cc2ccccc2)C(=O)N2CCC[C@H]2COC1=O | i | 3% | 0% | 0 | 10 | 0.6 | i | 12%
11 | Cc1ccc(Nc2nc(N)c([N+](=O)[O-])c(NCCO)n2)cc1 | -22% | 4% | 1% | -11 | 5 | 0.3 | i | 1%
12 | O=C(Nc1ccccc1)Nc1nnc(Cc2ccccc2F)s1 | -30%[inhibitor] | 4% | 2% | 14 | 13 | 0.5 | i | 2%

Values in list order from the entries so far.
Compounds 7–11 in CCT modulator, in turn: -1.5, -2.6, -1.2, 0.6, 0.3
Compounds 7–11 in Akt phos inh, in turn: i, i, i, i, i

New compounds follow
nr | smiles | PTHR1 ag | EPAC2 ag | Mm-Cpn inhibitor | D3 ag | DRD3 antagonist | CCT modulator | Akt phos inh | EPAC2 antag
13 | CCCN(CC(=O)Nc1ccccc1C)C(=O)/C=C/c1ccc(S(=O)(=O)N2CCCCCC2)cc1 | i | -1% | -1% | -9 | -21 | -0.1 | i | -6%
14 | COCCn1c(N)c(C#N)c2nc3ccccc3nc21 | i | 1% | -3% | 26 | 16 | 1.2 | i | 2%
15 | Cc1cc(N2CCOCC2)ncc1[N+](=O)[O-] | i | 11% | -1% | 7 | 19 | -1.9 | i | -4%
16 | O=C(Nc1ccc(Cl)cc1)c1csc(-c2ccccc2)n1 | ? | 19% | 0% | -7 | 2 | -1.8 | i | -7%
17 | CCN1CCN(c2ccc(S(=O)(=O)N3CCOCC3)cc2NC(=O)CC(C)C)CC1 | i | 2% | 0% | 1 | -5 | -3.4 | i | -5%
18 | CCOc1ccccc1OCCOc1cccc(C(F)(F)F)c1 | -9% | -12% | -3% | 0 | 19 | 0.7 | i | -4%
19 | CCOc1cc(N2CCOCC2)c(OCC)cc1NC(=O)C(C)(C)C | -2% | -6% | 0% | 9 | 4 | -2.2 | i | 2%
20 | CCCCn1c(=O)c(-c2ccccc2)c(O)c2ccccc21 | -18% | 4% | -5% | 4 | 9 | -0.8 | i | 2%
21 | O=C(NCc1ccco1)c1ccc2sc([C@@H]3O[C@H](CO)[C@@H](O)[C@H]3O)nc2c1 | i | 1% | nt | 6 | 4 | -0.8 | i | -1%
22 | Cc1ccc(-c2ccc(/C=C/C(=O)c3ccccc3)o2)cc1 | -2% | -7% | -1% | -1 | 1 | -2.0 | i | 10%
23 | CCCn1nc(C(=O)OCC(=O)Nc2cccc(S(N)(=O)=O)c2)c2ccccc2c1=O | -2% | -8% | -4% | 7 | 41 | -1.8 | i | 4%
24 | COc1ccc(NC(=O)c2cccc(-n3c(C)ccc3C)c2)c(OC)c1 | i | 11% | -4% | -3 | -1 | 0.9 | i | 8%
25 | CCOCCCNCc1ccc(OCC(=O)N2CCOCC2)c(OC)c1 | -18% | 1% | 1% | -3 | 18 | -0.3 | i | -2%
26 | Cc1ccccc1C(=O)Nc1nnc(SCC(=O)NCc2ccco2)s1 | -8% | 7% | -16% | -4 | 3 | 1.9 | i | 1%
27 | Cn1ccc(C(=O)Nc2sc3c(c2C#N)CCC3)n1 | -57%[inhibitor] | 6% | -7% | -3 | 6 | -0.7 | i | 5%
28 | Cc1ccc(NC(=O)Nc2ccccc2C(=O)NCc2ccccc2)cc1 | -20% | -2% | 0% | 4 | 3 | -1.2 | i | 9%
29 | Cc1[nH]n(-c2ccccc2)c(=O)c1C(C[N+](=O)[O-])c1ccccc1Cl (stereo not drawn) | -19% | -13% | -5% | -7 | -23 | -6.6 | i | -5%
30 | O=C(Nc1ccccc1)C1CC(O)CN1S(=O)(=O)c1ccc([N+](=O)[O-])cc1 (stereo not drawn) | i | -8% | 0% | -9 | 3 | 0.1 | i | 1%
31 | COCCn1c(=NC(=O)/C=C/c2cccs2)sc2cc(NC(C)=O)ccc21 | ? | -14% | -6% | -4 | ? | -0.9 | i | -9%
32 | O=C(COC(=O)c1cc(Cl)ccc1O)NCCNC(=O)COC(=O)c1cc(Cl)ccc1O | -4% | 2% | 0% | -2 | -16 | -2.3 | i | -8%
33 | CC(C)CCN(CCC(C)C)CC(O)Cn1c2ccccc2c(=O)c2ccccc21 (stereo not drawn) | i | -5% | -4% | -3 | -5 | -4.3 | i | -9%
34 | CCOC(=O)C1CCN(C(=O)COC(=O)CSc2ccc(C(N)=O)cc2[N+](=O)[O-])CC1 | -9% | 0% | 0% | 1 | 4 | -1.0 | i | -1%
35 | O=C(NNC(=O)c1ccccc1F)C1=NN(c2ccccc2)C(=O)CC1 | i | 0% | -8% | 8 | 2 | 1.1 | i | 2%
36 | CC1CCC(NC(=O)c2cc3ccccc3cc2O)CC1 (stereo not drawn) | -41%[inhibitor] | 10% | -2% | -4 | 39 | 0.0 | i | -9%
37 | COc1ccc(S(=O)(=O)N(C)C)cc1NC(=O)CN1C(=O)NC2(CCCC2)C1=O | i | 7% | 2% | 3 | 8 | -0.8 | i | 3%
38 | COCCNc1cc(N)c([N+](=O)[O-])cc1[N+](=O)[O-] | i | 4% | -1% | -9 | 2 | 0.1 | i | -1%
39 | CCN(CC)S(=O)(=O)c1cccc(NC(=O)COC(=O)c2cc(=O)c3ccccc3o2)c1 | -14% | 3% | 0% | 1 | 2 | 1.2 | i | 3%
40 | CCc1ccc2oc(=O)cc(CN3CCN(c4ccc(F)cc4)CC3)c2c1 | 18%[57.5 µM] | 0% | 1% | -1 | 9 | -1.9 | i | -4%
41 | Cc1ccc(S(=O)(=O)c2nc(-c3ccco3)oc2SC(C)C)cc1 | -23% | 13% | -3% | -6&-6 | -2 | -1.8 | i | 56µM*
42 | COc1ccc(/C=N/NC(=O)c2ccc3ccccc3c2)cc1OS(=O)(=O)c1ccc(NC(C)=O)cc1 | i | 6% | -6% | -13 | -14 | -2.0 | i | 11%
43 | CCCN1CCC(NC(=S)Nc2cccc(Cl)c2Cl)CC1 | -18% | 3% | 1% | -4 | -3 | -0.2 | i | -18%
44 | Cc1ccc(C(=O)NC(NCC2CCCO2)C(Cl)(Cl)Cl)cc1 (stereo not drawn) | -6% | 3% | 3% | -2 | 11 | -0.3 | i | 3%
45 | C=CCN(c1ccccc1C(=O)NCC(=O)O)S(=O)(=O)c1ccccc1C | -25% | -1% | -3% | -2 | 1 | -2.3 | i | 7%
46 | O=C1CSC(=O)N1CC(O)COc1ccc(Cl)cc1 (stereo not drawn) | -22%[57.5 µM] | 9% | 1% | -4 | 12 | -0.3 | i | 0%
47 | Cc1cccc2nc3ccccc3nc12 | i | -4% | 1% | -3 | -17 | -2.8 | i | -9%
48 | CCSc1nnc(NC(=O)CSc2nnc(CNC(=O)c3ccccc3F)o2)s1 | i | -12% | 0% | -1 | 22 | 0.2 | i | 1%
49 | CCOc1ccc(S(=O)(=O)Nc2ccc(C(=O)NCC(C)(C)N3CCOCC3)cc2)cc1 | -18% | 9% | -2% | 0 | 0 | -2.7 | i | -6%
50 | COC(=O)C1CCN(C(=O)c2sc3nc(-c4ccccc4)cn3c2C)CC1 | i | -3% | -1% | -1 | 35 | -1.8 | nt | 0%
51 | COc1ccc(Cl)cc1C(=O)NNC(=S)NC(=O)c1ccc(F)c(F)c1 | -1% | 7% | -3% | -13 | -13 | -6.8 | i | 2%

Only part of the results is shown (hit frequency here may not be typical).
